Screens: PubChem, National Center for Advancing Translational Sciences (NCATS)
D3 antag = D3 dopamine receptor (human) antagonism; P35462; D3R cells, DiscoveRx beta-arrestin luminescence, antagonist mode; stronger effect = lower value; max response, negative = inhibition, %; 360,000 compounds, 2.5% hits; in the data active = max response below about -50%; inconclusive = no clear call, values can overlap the other calls; note: % is set by controls: 0 for no effect and ±100 for the full control effect; mostly tested at two doses, the higher about 12 µM
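Cells expressing the human receptor were seeded at 1500 cells/well, incubated overnight at 37 degrees C in 5% CO2, then exposed to library compounds with dopamine controls for 90 minutes at 37 degrees C before luminescent detection.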
EPAC2 ag = agonists of human EPAC2 (RAPGEF4); 360,000 compounds, 0.079% hits; Q8WZA2; EPAC2 activation, biochemical qHTS; response scale: 100% = 6.5 mM cAMP response; Potency, µM (doses to about 154 µM), inactives show at the highest dose activation, most hits filed as activators; note: potency is the fitted concentration of half-maximal effect; nearly all actives have a fitted effect of over 50% in size
Target sequence (Q8WZA2 whole entry, looked up): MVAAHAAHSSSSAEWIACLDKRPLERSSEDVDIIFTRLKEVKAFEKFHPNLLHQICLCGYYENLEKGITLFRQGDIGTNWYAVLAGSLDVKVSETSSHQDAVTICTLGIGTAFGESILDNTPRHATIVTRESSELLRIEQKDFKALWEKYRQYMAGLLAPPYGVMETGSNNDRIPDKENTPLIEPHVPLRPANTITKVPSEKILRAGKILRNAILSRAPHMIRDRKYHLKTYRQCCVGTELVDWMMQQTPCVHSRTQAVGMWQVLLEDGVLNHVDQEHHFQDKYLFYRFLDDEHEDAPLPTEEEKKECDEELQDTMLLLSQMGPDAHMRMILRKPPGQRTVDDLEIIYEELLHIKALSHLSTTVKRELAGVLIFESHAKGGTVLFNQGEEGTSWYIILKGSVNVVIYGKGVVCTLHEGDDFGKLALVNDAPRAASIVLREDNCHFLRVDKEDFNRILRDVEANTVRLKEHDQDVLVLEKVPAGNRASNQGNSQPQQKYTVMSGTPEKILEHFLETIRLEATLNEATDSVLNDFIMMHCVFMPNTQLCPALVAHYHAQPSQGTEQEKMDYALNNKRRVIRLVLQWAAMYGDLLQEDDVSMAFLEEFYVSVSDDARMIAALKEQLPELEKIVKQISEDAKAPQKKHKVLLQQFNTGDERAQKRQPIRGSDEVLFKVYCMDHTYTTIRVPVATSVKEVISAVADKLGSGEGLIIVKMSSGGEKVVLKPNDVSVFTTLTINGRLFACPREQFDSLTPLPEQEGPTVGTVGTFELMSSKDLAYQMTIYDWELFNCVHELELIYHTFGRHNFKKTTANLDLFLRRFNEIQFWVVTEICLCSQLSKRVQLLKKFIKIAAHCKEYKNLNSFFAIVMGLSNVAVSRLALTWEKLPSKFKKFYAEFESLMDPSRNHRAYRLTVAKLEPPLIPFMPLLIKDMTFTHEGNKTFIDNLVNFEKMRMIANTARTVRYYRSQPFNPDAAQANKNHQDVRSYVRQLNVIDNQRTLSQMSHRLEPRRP
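In this primary screen, activation is scored as increased exchange of BODIPY-GDP from Rap1B by 100 nM EPAC2, with 50 uM GDP as competitor. Signal is normalized to the 6.5 mM cAMP agonist control.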
FUS yeast rescue = FUS proteinopathy suppression in yeast. Potency, µM (series often up to 76.6 µM), for inactives: at the top dose growth rescue (activation), usual class: activators. 390,000 compounds, 0.24% hits. S. cerevisiae FUS-expressing, growth rescue, OD600, 24 h;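 note: potency is the fitted concentration of half-maximal effect; plate controls were DMSO vehicle for no effect and reference control for full effect; nearly all actives have a fitted effect of over 55% in size; some results filed as inactive show a strong effect at the top dose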
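Yeast expressing FUS under galactose induction, OD 0.005 in 2% galactose medium; compounds in a dilution series, 24 h at 30C. Growth rescue by absorbance at 600 nm; CP55940 positive control, DMSO negative.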
TDP43 rescue = inhibitors of TDP-43 toxicity in yeast. 410,000 compounds, 1.8% hits. AID 652104. Potency, µM (series often up to 46.1 µM), without a hit: top-dose growth rescue (activation), actives largely listed as activators. TDP-43 expressing yeast growth rescue, BacTiter-Glo, 24 h; note: potency is the fitted concentration of half-maximal effect; % of control where 0% means no effect; nearly all actives have a fitted effect of over 50% in size
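Luminescence from BacTiter-Glo reports growth of TDP-43-expressing yeast after 24 hr at 30 deg C with compound. Cells were raffinose-pregrown to mid-log, then seeded in galactose medium at OD600=0.02.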
aSyn rescue = alpha-synuclein toxicity inhibition in yeast; 370,000 compounds, 0.14% hits; Potency, µM (highest dose often 46.1 µM), without a hit: at the highest dose growth rescue (activation), hits mostly activators; Yeast expressing alpha-synuclein, growth rescue, BacTiter-Glo, 24 h; note: potency is the fitted concentration of half-maximal effect; % of control where 0% means no effect; nearly all actives have a fitted effect of over 65% in size
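Readout is rescue of growth in alpha-synuclein-expressing yeast, so inhibitors of toxicity appear as activators. Growth after 24 hr at 30 deg C in galactose medium is quantified by luminescence.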
Abeta yeast res = compounds reversing amyloid beta toxicity in yeast; 410,000 compounds, 0.063% hits; yeast expressing A-beta42, growth rescue, OD600, 48 h; response scale: 0% DMSO, 100% iron-clioquinol control; AID 1347071; Potency, µM (top dose mostly 46.1 µM), without a hit: top-dose growth rescue, most hits filed as activators; note: potency is the fitted concentration of half-maximal effect; nearly all actives have a fitted effect of over 55% in size
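Yeast A-beta toxicity model in growth medium with pinned compounds, 48 h at 30 C; growth read as absorbance at 600 nm. Normalized to FeCl3/clioquinol equimolar mix (positive) and DMSO (negative).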
DRD3 agonist = D3 dopamine receptor (human) agonism. P35462. D3R DiscoveRx beta-arrestin cells, luminescence, 90 min. max activation, %. 410,000 compounds, 0.58% hits. AID 652048; in the data active = max activation above about 30%; note: 0% is about no effect; mostly tested at two doses, the higher about 12 µM
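Agonist-mode cell screen: cells plated at 1500/well and incubated overnight at 37 °C, then exposed to library compounds for 90 min at 37 °C. Detection reagent was added for 30–60 min at room temperature, and luminescence was read.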
EPAC2 antag = EPAC2 (human) antagonism. Q8WZA2. EPAC2 GEF exchange of Rap1B-BODIPY-GDP, fluorescence. Potency, µM (highest dose often 114 µM), for inactives: at the highest dose activity, negative = inhibition, actives largely listed as inhibitors. 360,000 compounds, 0.18% hits; note: potency is the fitted concentration of half-maximal effect; % is set by controls: 0 for no effect and ±100 for the full control effect; nearly all actives have a fitted effect of over 45% in size; many of its hits are not listed in these tables
Numbers without * were called inactive; ? = inconclusive; . = not tested or not shown; [ ] = remark or other dose. Unless noted, calls come from the whole dose curve; as a rule, active = well fitted curve in the direction sought with a large enough effect; inconclusive = small, poorly fitted or top-dose-only effect, or another doubt; inactive = no such curve, though single readings can be large; an effect the other way counts as inactive or inconclusive. Not all compounds are listed; the hit share may differ from the screen's.

SMILES	D3 antag	EPAC2 ag	FUS yeast rescue	TDP43 rescue	aSyn rescue	Abeta yeast res	DRD3 agonist	EPAC2 antag
CCCC(=O)N1CCCC(c2cc(C(=O)NCc3cccnc3)no2)C1 (stereo unspecified)	13	10%	-6%	20%	-10%	-4%	-3	3%
Cc1nc2ccccc2n1CC(O)Cn1c(C(F)(F)F)nc2ccccc21 (stereo unspecified)	12	3%	-9%	-18%	-1%	14%	3	14%
COc1cc(OC)cc(-c2nc(-c3cccs3)no2)c1	-3	16%	10%	10%[9.22 µM]	0%	3%	2	10%
CCOC(=O)c1ccccc1NC(=O)c1ccc2c(Cl)c3c(nc2c1)CCC3	.	.	-26%	10%	.	-8%	-3	.
CCN(C(=O)COC(=O)CSc1ccc(C(N)=O)cc1[N+](=O)[O-])C1CCCCC1	16	3%	.	-14%	0%	0%	11	10%
Cc1ccc2oc(=O)c3cnn(CC(=O)N4CCCCC4C)c3c2c1 (stereo unspecified)	9	5%	-3%	13%	3%	3%	4	9%
COc1ccc(CCC(=O)NNC(=O)Cn2nc(C)cc2C)cc1	10	6%	1%	-1%	0%	7%	9	1%
CCCn1nnnc1NCc1ccc(N(C)C)cc1	7	1%	-3%	3%	1%	10%	-7	-4%
Cc1cccc(/C=C/C(=O)c2ccc(NC3=NCCCS3)cc2)c1	-57*	20%	-5%	4%	?	-10%	-2	-8%
Cc1ccc(Cl)cc1NC(=O)C1CCCCC1C(=O)O (stereo unspecified)	12	-5%	9%	-11%	1%	-3%	19	8%
COC(=O)c1[nH]c2ccc(F)cc2c1NC(=O)CCN1CC(C)OC(C)C1 (stereo unspecified)	-17	-5%	-5%	-3%	-5%	11%	0	2%
C=CCNC(=O)/C(C#N)=C/c1ccccc1[N+](=O)[O-]	3	0%	-7%	-14%	-13%	-14%	-10	7%
O=C(NCC(=O)N(Cc1cccs1)C(C(=O)NC1CCCC1)c1cccnc1)c1ccco1 (stereo unspecified)	40	6%	5%	-1%	0%	5%	2	10%
CSCCC(NC(=O)C12CC3CC(CC(C3)C1)C2)C(=O)OCC(=O)c1ccc(C)cc1 (stereo unspecified)	2	2%	-9%	-1%	-6%	-5%	7	-8%
O=C(CN1c2ccccc2S(=O)(=O)c2ccccc21)Nc1ccccc1Cl	.	.	40%	22%	.	2%	1	.
O=C(CCC(=O)Nc1ccc(Br)cc1)N/N=C/c1ccc(O)cc1	-17	3%	-11%	4%	-4%	-12%	-8	-25%
O=C(Nc1cnccn1)c1cccs1	-9	-14%	15%	-4%	-3%	-19%	-6	-20%
O=S(=O)(Nc1nc2ccccc2nc1Cl)c1ccc(Cl)cc1	25	1%	6%	?	-14%	-4%	8	-6%
Cc1csc2nc(CNC(=O)c3cccc(C(F)(F)F)c3)cn12	0	-10%	-10%	-12%	-1%	7%	-9	0%
COc1cccc(-c2csc(-c3c(N)c(C(=O)c4ccccc4)n4ccccc34)n2)c1	.	.	1%	5%	.	-7%	-14	.
CCOc1ccccc1OCCCNCc1ccccc1	-59*	-3%	9%	-4%	0%	-10%	-8	4%
COc1cccc(-c2cc3nc(NCCOc4ccccc4Cl)n(C)c(=O)c3s2)c1	18	15%	41%	0%	27%	-3%	3	2%
CCOC(=O)N1CCN(C(=O)c2cn(C)c3ccc(S(=O)(=O)N4CCCC4)cc3c2=O)CC1	7	-3%	6%	0%	0%	6%	7	7%
COc1ccc(CC(=O)Nc2cc(S(=O)(=O)N3CCCCC3)ccc2N2CCN(C)CC2)cc1	13	3%	.	9%	7%	-11%	5	9%
Cc1ccc2nc3c(cc(C(=O)NCCN4CCOCC4)c(=N)n3CCCN3CCOCC3)c(=O)n2c1	2	3%	8%	15%	-6%	-7%	2	-2%
CCCCC(=O)N(C)c1c(CC)nc2c(OCC=C(C)C)cccn12	0	7%	2%	0%	-8%	-35%[inhibitor]	-14	2%
COc1ccc(OC)c(NC(=O)COC(=O)[C@H](Cc2ccccc2)NC(=O)c2ccco2)c1	-8	7%	2%	13%	0%	0%	-2	-10%
COc1ccc(C2CCCN2C(=S)Nc2ccc(C)c(C)c2)cc1OC (stereo unspecified)	3	16%	26%	23%	-3%	6%	6	-13%
O=C(Nc1ccccc1N1CCCCC1)C1CCN(C(=O)c2ccc(Cl)cc2)CC1	-59*	13%	37%	-30%[inhibitor]	2%	-21%	-7	2%
Cc1ccc2c(CN(C)Cc3ccc(Cl)cc3Cl)cc(=O)oc2c1	-9	6%	2%	18%	12%	-4%	-4	-22%
c1cnc(-c2noc(CN3CCN(C4CCCC4)CC3)n2)cn1	-2	-1%	-14%	-6%	-6%	-1%	0	-1%
CC(C)(C)[C@H]1COC(=O)[C@H](NC(=O)OCC2c3ccccc3-c3ccccc32)C/C=C\C[C@@H](CC(=O)N(CCO)Cc2ccccc2)C(=O)N1	65	1%	?	8%	1%	3%	8	-11%
CC(C)C[C@H]1CN(CCCC[C@@H]2CNC(=O)C(=O)N2CC2CCCCC2)C(=O)C(=O)N1CCc1ccc(O)cc1	13	-6%	12%	22%	-3%	6%	4	-3%
Cc1nn(-c2ccc(F)cc2)c(C)c1NS(=O)(=O)c1ccc2ccccc2c1	6	17%	-9%	-17%	-1%	7%	7	-18%
O=C(O)C1CCCN1C(=O)Nc1ccc(Cl)cc1 (stereo unspecified)	-1	-1%	.	20%	-7%	-3%	-8	2%
COc1ccc(OC)c(NC(=O)C2CC(/C=C/c3ccccc3)=NO2)c1 (stereo unspecified)	4	21%	4%	11%	2%	-10%	4	-1%
CCOc1ccc2nc(N3CCCC(C(=O)NCCc4ccc(SC)cc4)C3)sc2c1 (stereo unspecified)	.	.	-17%	15%	.	-5%	8	.
N#Cc1c[nH]n2c(=O)cc(Cc3ccccc3)nc12	-8	0%	16%	-14%	-11%	-6%	1	1%
COc1cccc(C(=O)NNC(=O)c2ccccc2Br)c1	-10	13%	14%	-14%	2%	2%	-2	-2%
COc1cc(C2Nc3ccccc3-c3nnc(SCc4ccc(C)cc4)nc3O2)cc(OC)c1O (stereo unspecified)	.	.	23%	19%	.	-13%	4	.

5 records drawn at random from those above, as already listed:
SMILES	D3 antag	EPAC2 ag	FUS yeast rescue	TDP43 rescue	aSyn rescue	Abeta yeast res	DRD3 agonist	EPAC2 antag
COc1cc(C2Nc3ccccc3-c3nnc(SCc4ccc(C)cc4)nc3O2)cc(OC)c1O (stereo unspecified)	.	.	23%	19%	.	-13%	4	.
Cc1ccc2c(CN(C)Cc3ccc(Cl)cc3Cl)cc(=O)oc2c1	-9	6%	2%	18%	12%	-4%	-4	-22%
Cc1ccc2nc3c(cc(C(=O)NCCN4CCOCC4)c(=N)n3CCCN3CCOCC3)c(=O)n2c1	2	3%	8%	15%	-6%	-7%	2	-2%
CC(C)C[C@H]1CN(CCCC[C@@H]2CNC(=O)C(=O)N2CC2CCCCC2)C(=O)C(=O)N1CCc1ccc(O)cc1	13	-6%	12%	22%	-3%	6%	4	-3%
CC(C)(C)[C@H]1COC(=O)[C@H](NC(=O)OCC2c3ccccc3-c3ccccc32)C/C=C\C[C@@H](CC(=O)N(CCO)Cc2ccccc2)C(=O)N1	65	1%	?	8%	1%	3%	8	-11%

New compounds follow.
SMILES	D3 antag	EPAC2 ag	FUS yeast rescue	TDP43 rescue	aSyn rescue	Abeta yeast res	DRD3 agonist	EPAC2 antag
Cc1cccc(CS(=O)(=O)Cc2ccc(C(=O)NCc3cccnc3)o2)c1	48	-4%	-7%	2%	-8%	15%	1	5%
COc1ccc(CNC(=O)CN(c2ccccc2)S(=O)(=O)c2ccccc2[N+](=O)[O-])cc1	11	1%	11%	-5%	4%	-4%	5	3%
Cc1ccccc1N(CC(=O)N1CCCC1)S(=O)(=O)c1ccc(Cl)cc1	-3	3%	24%	11%	3%	22%	3	18%
Cc1csc(NC(=O)C2CC(=O)N(c3ccc(C)c(C)c3)C2)n1 (stereo unspecified)	-20	5%	-4%	-9%	-1%	-16%	-19	-8%
Cc1cccc(NC(=O)C2CCN(C(=O)[C@@H]3Cc4ccccc4CN3)CC2)c1	-19	-1%	-6%	8%	5%	16%	-4	2%
Cn1c(=O)c2sc3c(c2n(CC(=O)Nc2ccccc2)c1=O)COC(C)(C)C3	4	-4%	9%	0%	2%	4%	6	-6%
COc1cccc(NC(=O)C2CCC(CNS(=O)(=O)c3cccs3)CC2)c1 (stereo unspecified)	1	19%	14%	-22%	-4%	10%	-1	-10%
CC(=O)N1c2ccc(S(=O)(=O)NCc3ccc(Cl)cc3)cc2CC1C (stereo unspecified)	.	.	-10%	17%	.	0%	-13	.
O=C(N=C1SC2CS(=O)(=O)CC2N1Cc1ccccc1)C1CC1 (stereo unspecified)	3	-1%	-13%	16%	0%	6%	2	-2%
C[C@@H]1ON(C)[C@H]2C[C@H]3c4[nH]c5ccc(-c6ccc7c(c6)OCO7)cc5c4CCN3C[C@@H]12	-8	18%	10%	9%	-2%	-15%	-5	2%
CCCOc1ccc(-c2cccc(NS(=O)(=O)c3cc(OC)ccc3OC)c2)nn1	.	.	22%	23%	.	15%	2	.
O=C(COc1cccc(Cl)c1Cl)Nc1ccc2c(c1)CCC2	21	-4%	-5%	7%	3%	-13%	7	11%
COC(=O)c1ccc(CSc2nc(N)cc(N)n2)cc1	-12	8%	4%	-11%	3%	3%	0	5%
COc1ccc(S(=O)(=O)N(CC(=O)N2CCN(C)CC2)c2ccc(C)cc2)cc1Br	3	3%	.	20%	1%	3%	-16	12%
CC(=O)NCCCc1nc2ccccc2n1Cc1ccccc1C	-6	15%	12%	-19%	-1%	0%	-8	-1%
Cn1ccc2c(-c3cncc4ccccc34)cc3c(c21)C1CCC3O1 (stereo unspecified)	-9	8%	5%	0%	-4%	0%	7	?
CCc1nnc(NC(=O)c2cc(S(=O)(=O)N(C)c3ccc(OC)cc3)ccc2Cl)s1	-10	4%	8%	7%	-5%	-2%	-3	2%
COc1ccc(/C=N/NC(=O)c2ccc(N(C)S(=O)(=O)c3ccccc3)cc2)cc1	-5	-5%	-11%	-21%	-3%	-18%	0	-12%[57.1 µM]
O=C(O)CNC(=O)c1ccc(Oc2c(F)c(F)c(Oc3ccc(C(=O)NCC(=O)O)cc3)c(F)c2F)cc1	0	7%	4%	-13%	0%	-17%	-18	30%[activator]
CC(NC(=O)c1ccc(CS(=O)(=O)Cc2ccccc2F)o1)c1ccc2c(c1)OCCO2 (stereo unspecified)	40	6%	13%	15%	-9%	17%	6	4%
O=C1CCCN1CCC(=O)N1CCCC(Nc2ccc(F)c(F)c2)C1 (stereo unspecified)	7	5%	17%	9%	-1%	-5%	-2	7%
